Casp1 inh – caspase-1 (human) inhibition, allosteric or competitive. P29466. Caspase-1 enzyme, Ac-WEHD-AFC fluorogenic rate. Potency, µM (series often up to 57.5 µM), without a hit: top-dose activity change, negative = inhibition, hits mostly inhibitors. 75,000 tested, 0.03% active. AID 900;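 further: potency means the concentration at half of the fitted maximal effect; plate controls were vehicle for no effect and no substrate for full effect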
UbGFP stabilizer – ubiquitin-GFP accumulation via proteasome inhibition | 67,000 tested, under 10 active | Ubiquitin-GFP reporter cells, proteasome inhibition, GFP fluorescence; response scale: untreated = 0%, 10 µM MG-132 = 100% | Potency, µM (highest dose often 45.9 µM), for the others: at the top dose activation (GFP accumulation), usual class: activators; active means well fitted activation curve with a large enough effect, not every such curve was filed as active; inconclusive means small, poorly fitted or top-dose-only effect, or another doubt; inactive means no such curve, though single readings can be large or run the other way; further: potency means the concentration at half of the fitted maximal effect
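Proteasome block read as GFP accumulation: ubiquitin(G76V)-GFP U2OS cells exposed to compound (2.9 nM–46 uM) for 4 hr at 37 C. Normalization used untreated cells as 0% and 10 uM MG-132 as 100%; concentration-response curves fitted.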
BRCT inh red – disrupts BRCA1 BRCT binding to phosphoprotein, red fluorophore readout; Potency, µM (highest dose often 76.9 µM), inactives show top-dose activity change, negative = inhibition, actives largely listed as inhibitors; P38398; BRCT-phosphopeptide binding, red fluorescence polarization; 75,000 tested, 0.03% active; AID 892; further: on the % scale 0 is the no-effect control and ±100 the full control effect
Target sequence (P38398 whole entry, looked up): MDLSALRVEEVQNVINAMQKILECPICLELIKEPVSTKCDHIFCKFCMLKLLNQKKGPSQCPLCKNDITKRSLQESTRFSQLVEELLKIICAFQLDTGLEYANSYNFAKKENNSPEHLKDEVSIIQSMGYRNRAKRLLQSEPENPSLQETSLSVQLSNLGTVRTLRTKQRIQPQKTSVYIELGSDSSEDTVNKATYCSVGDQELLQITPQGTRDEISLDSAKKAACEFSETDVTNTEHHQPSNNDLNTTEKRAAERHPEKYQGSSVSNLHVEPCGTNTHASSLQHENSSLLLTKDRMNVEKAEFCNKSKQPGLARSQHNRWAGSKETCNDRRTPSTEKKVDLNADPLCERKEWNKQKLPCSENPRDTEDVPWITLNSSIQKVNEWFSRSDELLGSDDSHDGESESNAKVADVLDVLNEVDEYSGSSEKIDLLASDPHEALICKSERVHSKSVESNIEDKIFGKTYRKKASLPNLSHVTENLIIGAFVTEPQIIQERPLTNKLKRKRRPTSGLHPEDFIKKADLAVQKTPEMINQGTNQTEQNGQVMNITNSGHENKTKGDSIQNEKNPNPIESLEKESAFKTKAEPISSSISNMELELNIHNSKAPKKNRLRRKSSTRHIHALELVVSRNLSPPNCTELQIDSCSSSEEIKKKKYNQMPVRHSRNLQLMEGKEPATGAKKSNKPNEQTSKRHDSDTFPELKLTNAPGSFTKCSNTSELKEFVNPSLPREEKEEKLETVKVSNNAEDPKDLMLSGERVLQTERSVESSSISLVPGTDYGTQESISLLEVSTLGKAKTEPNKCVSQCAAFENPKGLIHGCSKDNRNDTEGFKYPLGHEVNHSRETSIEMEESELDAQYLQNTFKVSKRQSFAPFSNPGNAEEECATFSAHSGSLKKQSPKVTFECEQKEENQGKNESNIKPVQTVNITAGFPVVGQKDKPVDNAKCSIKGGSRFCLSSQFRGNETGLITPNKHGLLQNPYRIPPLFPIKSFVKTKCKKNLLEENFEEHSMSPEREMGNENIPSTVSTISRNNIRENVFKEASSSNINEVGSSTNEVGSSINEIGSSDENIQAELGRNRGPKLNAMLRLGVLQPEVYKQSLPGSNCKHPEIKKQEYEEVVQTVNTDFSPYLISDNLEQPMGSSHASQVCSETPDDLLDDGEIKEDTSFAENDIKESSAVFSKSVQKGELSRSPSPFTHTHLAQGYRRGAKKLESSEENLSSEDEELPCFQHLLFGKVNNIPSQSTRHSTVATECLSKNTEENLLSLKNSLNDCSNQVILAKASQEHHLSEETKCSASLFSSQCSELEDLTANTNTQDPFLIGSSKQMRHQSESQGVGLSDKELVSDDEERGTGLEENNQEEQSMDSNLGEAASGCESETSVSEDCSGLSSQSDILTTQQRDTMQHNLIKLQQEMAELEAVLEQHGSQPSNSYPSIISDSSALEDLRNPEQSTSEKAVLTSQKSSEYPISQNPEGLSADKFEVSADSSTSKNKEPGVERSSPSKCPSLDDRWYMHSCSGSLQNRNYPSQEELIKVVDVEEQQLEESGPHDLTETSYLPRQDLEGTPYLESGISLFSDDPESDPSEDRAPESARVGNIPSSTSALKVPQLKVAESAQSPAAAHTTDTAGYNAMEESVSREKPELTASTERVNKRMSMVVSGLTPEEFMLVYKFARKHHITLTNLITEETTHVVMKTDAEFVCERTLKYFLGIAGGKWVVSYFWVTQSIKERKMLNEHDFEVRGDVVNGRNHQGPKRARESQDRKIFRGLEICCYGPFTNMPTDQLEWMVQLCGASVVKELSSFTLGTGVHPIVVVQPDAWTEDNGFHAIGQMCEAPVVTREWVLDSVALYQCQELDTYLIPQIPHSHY
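Rhodamine-labelled pBACH1 10-mer (100 nM) bound to BRCT domain (100 nM) at pH 7.3; compounds incubated 12 min room temperature, polarization read. Free peptide defines full inhibition; unlabelled decapeptide titrated as control.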
A350 autofl – A350 region autofluorescence; Compound autofluorescence, 340/450 nm, Alexa 350 dye-equivalents; active compounds read high; max dye-equivalent concentration, M; 59,000 tested, 11% active; in the data active means max dye-equivalent concentration above about 10 nM; inconclusive means mostly about 1.1 nM to 9.6 nM
4MU fluor – compound fluoresces in the 4-MU spectral region | compound autofluorescence, 340/450 nm, 4-MU equivalents; active compounds read high | max dye-equivalent concentration, M | 59,000 tested, 11% active; in the data active means max dye-equivalent concentration above about 10 nM; inconclusive means mostly about 1.1 nM to 9.6 nM
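Intrinsic fluorescence at 340/450 nm (ex/em) was read after 15 min at room temperature in pH 8.0, 100 mM Tris. Each compound concentration expressed as 4-MU-equivalent concentration from a six-point 4-MU standard series on each plate.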
USP2a inh – USP2a (human) protease inhibition. 60,000 tested, 0.1% active. O75604. AID 927. Potency, µM (highest dose often 38.3 µM), for the others: at the top dose activity change, negative = inhibition, most hits filed as inhibitors. USP2a enzymatic assay, qHTS inhibition;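 further: potency means the concentration at half of the fitted maximal effect; nearly all actives have a fitted effect of over 60% in size; plate controls were DMSO for no effect and NEM full inhibition control for full effect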
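Coupled readout: USP2-cleaved Ub-PLA2 (20nM final) turns over NBD C6-HPC (20uM final), Ex 460nm/Em 535nm after 2.5 h, time-zero read flagging artifacts. Enzyme (20nM final, pH 8.0 Tris) given 30 min RT with compound first; NEM defines full inhibition.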
Caspase-7 inhib – caspase-7 (human) inhibition, allosteric or competitive; P55210; recombinant caspase-7, Ac-DEVD-AFC fluorescence rate; Potency, µM (top dose mostly 57.5 µM), for the others: at the highest dose activity change, negative = inhibition, most hits filed as inhibitors; 75,000 tested, 0.02% active; AID 889; active means well fitted inhibition curve with a large enough effect in the main read-out, with a control signal flat, not every such curve was filed as active; inconclusive means small, poorly fitted or top-dose-only effect, or a change in a side signal; further: potency means the concentration at half of the fitted maximal effect; % of control where 0% means no effect
HEK293 cAMP ctrl – raises cAMP in parental HEK293 cells, TSHR agonist counter-screen; parental HEK293 CNG cAMP sensor, membrane potential fluorescence; Potency, µM (top dose mostly 57.1 µM), for inactives: top-dose activation, hits mostly activators; 73,000 tested, 2.5% active; AID 938; further: potency means the concentration at half of the fitted maximal effect; % of control where 0% means no effect; nearly all actives have a fitted effect of over 55% in size
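Parental HEK 293 cells stably expressing a cAMP-gated CNG channel were loaded with membrane potential dye containing 100 uM RO 20-1724 for 60 min. Compound added for 30 min; depolarization read as fluorescence intensity at 590 nm.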
Epigenetic mod – epigenetic modulators derepressing GFP locus in mouse cells; AID 597; Potency, µM (top dose mostly 46.1 µM), for inactives: top-dose GFP derepression (activation); mouse C127i GFP locus derepression, cytometry, 30 h; 68,000 tested, 0.09% active; further: % of control where 0% means no effect
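Read-out is the number of GFP-positive cells, scored as fluorescent objects 20 to 120 um wide, reflecting derepression of a silenced CMV-GFP reporter in murine C127i cells after 30 h compound exposure at 37 C.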
BRCT inh green – BRCA1 BRCT-phosphoprotein interaction inhibition. 75,000 tested, 0.05% active. BRCA1 BRCT-phosphopeptide binding, green fluorescence polarization. P38398. Potency, µM (top dose mostly 76.9 µM), without a hit: top-dose activity change, negative = inhibition, usual class: inhibitors;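 further: potency means the concentration at half of the fitted maximal effect; plate controls were peptide without protein for full effect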
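Fluorescence polarization: His-tagged BRCT (~35 kDa BRCA1 C-terminus, 250 nM) bound to 100 nM fluorescein-labeled phosphorylated 10-aa BACH1 peptide, pH 7.3 phosphate buffer with DTT and Tween 20. Compounds incubated 12 min at room temperature; inhibition read as lowered polarization.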
Fluorescein autfl – compound autofluorescence in fluorescein spectral region | AID 593 | Compound autofluorescence, 480/540 nm, fluorescein-equivalent; active compounds read high | max fluorescein-equivalent concentration, M | 59,000 tested, 0.91% active; in the data active means max fluorescein-equivalent concentration above about 10 nM; inconclusive means between about 1.1 nM and that limit
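Tris 100 mM pH 8.0; 15 min RT; CCD read, ex 480/em 540 nm. Output: fluorescein-equivalent concentration per compound concentration, from six-point dye series on each plate.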
* = called active by the depositor; i = inactive; u = inconclusive; x = not tested or not shown; [ ] = dose if it differs, or a comment. Unless noted, the call rests on the fitted dose curve; in most records, active means well fitted curve in the direction sought with a large enough effect; inconclusive means small, poorly fitted or top-dose-only effect, or another doubt; inactive means no such curve, though single readings can be large; an effect the other way counts as inactive or inconclusive. This is a subset; the hit share may differ from the screen's.

Compound,Casp1 inh,UbGFP stabilizer,BRCT inh red,A350 autofl,4MU fluor,USP2a inh,Caspase-7 inhib,HEK293 cAMP ctrl,Epigenetic mod,BRCT inh green,Fluorescein autfl
O=C(Cc1ccccc1)Nc1nonc1NC(=O)c1ccccc1,-1%,9%,0.0%,i,i,-2%,1%,21%,2%,0.6%,i
O=C(NCc1n[nH]c(=S)n1-c1ccc(F)cc1)c1ccc(S(=O)(=O)N2CCCC2)cc1,0%,11%,-0.3%,i,i,-2%,0%,-8%,4%,-3.6%,i
O=C(NCCCN1CCCCCC1)c1ccc2c(c1)NC(=O)C(N1CCOCC1)S2 (stereo not drawn),-1%,-5%,0.4%,i,i,8%,0%,0%,1%,-2.1%,u
COc1ccc(-c2cc(C(=O)N3CCCc4ccccc43)no2)cc1,-2%,-10%,-0.7%,i,i,-4%,-1%,20µM*,-2%,1.7%,i
CC1=C(C(=O)Nc2ccccn2)C(c2cccnc2)n2nnnc2N1 (stereo not drawn),2%,6%,-0.5%,u,u,-3%,1%,-3%,-2%,-0.9%,i
NS(=O)(=O)c1ccc(N=C2C(=O)Nc3ccccc32)cc1,-2%[11.5 µM],-10%[9.17 µM],0.7%[15.4 µM],5.4e-08M*,4.9e-08M*,x,0%[11.5 µM],0%[11.4 µM],7%[9.22 µM],-1.0%[15.4 µM],i
COC(=O)N1C2(C=CC1(C)C(=O)NCc1ccc(N(C)C)cc1)CCCCC2 (stereo not drawn),1%,x,2.7%,x,x,x,-2%,9%,x,-1.8%,x
COc1cc2nc(C)sc2cc1SC,-1%,-1%,0.6%,i,i,-4%,-3%,13%,6%,0.2%,u
COc1cccc(CN2CCN(CC(=O)Nc3ccccc3Cl)CC2)c1,0%,-6%,-0.3%,i,i,30%,-2%,u,6%,-0.3%,i
NS(=O)(=O)c1cc(C(=O)O)c(NCc2ccco2)cc1Cl,4%,-4%[20.5 µM],0.6%,i,i,6%,-1%,11%,2%[20.6 µM],-1.6%[3.08 µM],i
CC(=O)c1cccc(N(CC(=O)O)S(C)(=O)=O)c1,0%,4%,0.2%,u,u,10%,-2%,-3%,-2%,0.7%,u
CNc1ccnc(-c2ccccc2C)n1,-3%,0%,-0.5%,i,i,11%,-4%,0%,-1%[9.22 µM],1.0%,u
COC(C)(C)[C@]12CC(O)(c3ccccc3)ON1[C@H]1CCCCC1N2O (stereo partly drawn),0%,x,-0.4%,i,i,5%,0%,u,0%,-1.8%,u
CCOC(=O)c1c(C)nc2c(C#N)cnn2c1C,-1%,-1%,-1.3%,u,u,-1%,0%,-4%,-3%,-1.0%,i
CCOC(=O)CCNCC1COc2ccccc2O1 (stereo not drawn),-1%,5%,0.5%,i,i,-3%,2%,17%,-1%,-2.0%,i
Cc1occc1C(=O)Nc1nccs1,-1%,3%,-0.8%,i,i,0%,-2%,2%,6%,0.4%,i
CCC1CCCCN1S(=O)(=O)c1ccc(C(=O)Nc2nnc(-c3cccs3)o2)cc1 (stereo not drawn),-1%,4%,-1.9%,i,i,29%,2%,6%,9%,1.0%,i
CN(CC(=O)N1CCCCC1)S(=O)(=O)c1cccc2cccnc12,-3%,9%,0.9%,x,x,x,-2%,-6%,x,0.7%,x
NC(=O)CC1(CC(=O)O)CCCCC1,-2%,3%,0.8%,u,u,-10%,-1%,8%,2%,-0.5%,i
COc1ccc(CCNC(=O)c2nnn(-c3ccccc3OC)c2N)cc1OC,-1%,7%,0.3%,i,i,7%,-1%,-8%,0%,-1.2%,i
CCOc1cc(C(=O)NC(C)COC)cc(OCC)c1OCC (stereo not drawn),-1%,-9%[9.17 µM],-0.9%,x,x,3%[7.66 µM],1%,-4%[11.4 µM],8%,-0.9%,x
CCCCN1CCc2c([nH]c3ccccc23)C1=O,4%,-5%,-2.0%,x,x,x,-1%,u,1%,-0.5%,x
COC(=O)C(C(=O)Nc1ccccc1C)C1CCCC1 (stereo not drawn),-3%,-14%,-0.7%,x,x,5%,1%,u,0%,-0.2%,x
c1ccc(CC2CCN(c3nc(N4CCOCC4)nc(N4CCOCC4)n3)CC2)cc1,0%,-4%,0.0%,i,i,14%,-2%,-1%,0%,-1.2%,i
CC(C)CNC(=O)c1noc2c1CCCC2,-4%,-4%,-0.3%,x,x,x,1%,2%,x,-1.2%,x
CCn1c(CCC(=O)Nc2nc3c(s2)CCCC3)nc2cc(S(=O)(=O)N(C)C)ccc21,3%,1%,1.1%,i,i,36%[activator],0%,20%,1%,1.4%,u
c1ccc(-c2cc3c(ccc4nonc43)nn2)cc1,0%,10%[9.17 µM],-2.2%,x,x,-4%[7.66 µM],2%,u,-3%,-2.6%,x
CCn1ccc(C(=O)Oc2ccc(C(C)C)cc2)n1,3%,3%,-1.5%,i,i,8%,3%,-5%,3%,-7.2%,u
CNCCCCCCCCSc1nc(C(C)C)ccc1C(=O)c1cccs1,-2%,6%,0.6%,x,x,x,-1%,1%,-1%,1.0%,x
COc1ccccc1NC(=O)Cn1nnc(-c2ccccc2NC(=O)c2ccco2)n1,-4%,-1%,-2.2%,i,i,x,1%,9%,3%,-2.0%,i

Compound profiles, from the list above. Values in the order: Casp1 inh, UbGFP stabilizer, BRCT inh red, A350 autofl, 4MU fluor, USP2a inh, Caspase-7 inhib, HEK293 cAMP ctrl, Epigenetic mod, BRCT inh green, Fluorescein autfl
c1ccc(-c2cc3c(ccc4nonc43)nn2)cc1 is listed with 0%, 10%[9.17 µM], -2.2%, x, x, -4%[7.66 µM], 2%, u, -3%, -2.6%, x
CCOc1cc(C(=O)NC(C)COC)cc(OCC)c1OCC (stereo not drawn) is listed with -1%, -9%[9.17 µM], -0.9%, x, x, 3%[7.66 µM], 1%, -4%[11.4 µM], 8%, -0.9%, x
CCn1ccc(C(=O)Oc2ccc(C(C)C)cc2)n1 is listed with 3%, 3%, -1.5%, i, i, 8%, 3%, -5%, 3%, -7.2%, u
CCCCN1CCc2c([nH]c3ccccc23)C1=O is listed with 4%, -5%, -2.0%, x, x, x, -1%, u, 1%, -0.5%, x
CC(C)CNC(=O)c1noc2c1CCCC2 is listed with -4%, -4%, -0.3%, x, x, x, 1%, 2%, x, -1.2%, x

Continuation.
Compound,Casp1 inh,UbGFP stabilizer,BRCT inh red,A350 autofl,4MU fluor,USP2a inh,Caspase-7 inhib,HEK293 cAMP ctrl,Epigenetic mod,BRCT inh green,Fluorescein autfl
O=C(CCn1c(=O)c2sccc2n(Cc2cc(=O)n3ccccc3n2)c1=O)NCc1ccco1,0%,5%,-1.7%,u,u,-1%,-1%,6%,0%,-0.5%,i
CCOC(=O)c1c(NC(=O)OC)sc(C(=O)N(CC)CC)c1C,-2%,0%,-1.0%,x,x,10%,0%,u,5%,2.3%,x
O=C(CCC(=O)N1CCCC1)Nc1nnc(C2CCCCC2)s1,-1%,5%,1.4%,u,u,13%,-3%,1%,0%,-1.4%,i
Cn1c(=O)[nH]c(=O)c2c1nc(CN1CCN(c3cccc(Cl)c3)CC1)n2CCCc1ccccc1,-3%,4%,-2.1%,x,x,x,0%,8%,x,2.3%,x
O=C(NCc1ccccc1F)C1CCCN(C(=O)NC2CCCCC2)C1 (stereo not drawn),0%,3%,1.8%,i,i,8%,-1%,4%,-3%,-1.2%,i
COc1ccc(S(=O)(=O)NC2CCCCC2)c(C)c1C,-2%,-1%,-0.3%,i,i,3%,0%,9%,1%,0.8%,i
CCCCCCn1c(CN2CCN(C(=O)OCC)CC2)nc2c1c(=O)n(C)c(=O)n2C,-1%,7%,-1.4%,i,i,1%,1%,26%,0%,-1.9%,u
CC(=O)c1cccc(NS(=O)(=O)c2c(C)n[nH]c2C)c1,6%,-5%,-0.7%,i,i,4%,1%,-3%,7%,1.4%,i

4MU fluor, entries above that show a hit.
SMILES	Casp1 inh	BRCT inh red	A350 autofl	4MU fluor	USP2a inh	Caspase-7 inhib	Epigenetic mod	BRCT inh green	Fluorescein autfl
NS(=O)(=O)c1ccc(N=C2C(=O)Nc3ccccc32)cc1	-2%[11.5 µM]	0.7%[15.4 µM]	5.4e-08M*	4.9e-08M*	x	0%[11.5 µM]	7%[9.22 µM]	-1.0%[15.4 µM]	i

Bioassay records deposited in PubChem by National Center for Advancing Translational Sciences (NCATS).
